HT1080 IDH1KD tx = toxicity to HT-1080 IDH1 knockdown cells (counter line) | HT-1080 IDH1 knockdown viability, ATP luminescence, 48 h | Potency, µM (titrated, usually from 46.1 µM), without a hit: at the highest dose activity, negative = toxicity, actives largely listed as cytotoxic | hit rate 2% among 360,000 | AID 686971;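 further: potency means the concentration at half of the fitted maximal effect; 0% = DMSO wells and -100% = cell-free medium wells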
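Knockdown cells (IDH1KD HT-1080) received compounds 2 h after plating at 750 cells/well and were kept 48 h at 37 °C in 5% FBS RPMI. A CellTiter-Glo luminescence read gave % activity for curve fitting.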
KB-3-1 tox = kills parental KB-3-1 adenocarcinoma cells; hit rate 1.4% among 400,000; AID 1347075; KB-3-1 viability, CellTiter-Glo ATP luminescence, 72 h; Potency, µM (titrated, usually from 46.1 µM), for inactives: top-dose activity change, negative = cytotoxic, usual class: cytotoxic; further: potency means the concentration at half of the fitted maximal effect; on the % scale 0 is the no-effect control and ±100 the full control effect; nearly all actives have a fitted effect of over 60% in size
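Cytotoxicity measured as CellTiter-Glo luminescence after 72 h at 37 C. Compound titrations were pinned onto drug-naive KB-3-1 parental adenocarcinoma cells grown in DMEM with 10% FBS, and normalized data fitted to concentration-response curves.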
HT1080NT lethal = kills 2HG-producing HT-1080-NT fibrosarcoma cells; hit rate 1.6% among 360,000; Potency, µM (titrated, usually from 46.1 µM), for the others: at the top dose activity, negative = less viability, usual class: cytotoxic; HT-1080-NT fibrosarcoma viability, CellTiter-Glo ATP luminescence, 48 h;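 further: NT is the 2HG producing partner of a matched IDH1 knockdown line; potency means the concentration at half of the fitted maximal effect; 0% = DMSO-treated cells and -100% = media-only wells without cells; nearly all actives have a fitted effect of over 55% in size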
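A 48-hour cytotoxicity screen used HT-1080-NT cells plated 2 hours before compound delivery. ATP-based CellTiter-Glo luminescence measured viability, normalized to DMSO and no-cell controls.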
SW480 rerep = DNA re-replication induction in SW480 cells | Potency, µM (highest dose often 46.1 µM), for the others: at the top dose re-replication activation, most hits filed as activators | SW480 DNA re-replication, Hoechst DNA content imaging, 48 h | hit rate 1.8% among 340,000; further: potency means the concentration at half of the fitted maximal effect; % of control where 0% means no effect; nearly all actives have a fitted effect of over 55% in size
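250 cells/well; 23 nL cpd via pin tool; 48 hr, 37 C, 5% CO2; Hoechst 40 min; imager read of total nuclear intensity, ex 405/em 500-530 nm.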
KB-V1 MDR tox = KB-V1 MDR subline cytotoxicity; hit rate 3.4% among 400,000; KB-V1 MDR cells viability, CellTiter-Glo, 72 h; Potency, µM (doses to about 46.1 µM), for the others: at the top dose activity change, negative = cytotoxicity, hits mostly cytotoxic; further: potency means the concentration at half of the fitted maximal effect; on the % scale 0 is the no-effect control and ±100 the full control effect; nearly all actives have a fitted effect of over 60% in size
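KB-V1 cells (P-gp-expressing MDR subline of KB-3-1) in phenol-red-free DMEM with 10% FBS were exposed to library compounds over a concentration series for 72 h at 37 degrees C. Viability read by CellTiter-Glo luminescence; concentration-effect curves fitted after normalization.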
IL1B secr inh = inflammasome signaling inhibition, IL-1 beta readout. THP-1 LPS/ATP IL-1B secretion, AlphaLISA, 16 h; hits give low values. activity change, % at 57.5 µM. hit rate 4.7% among 360,000; in the data active means activity change below about -50%; inconclusive means mostly about -30% to -49%; further: on the % scale 0 is the no-effect control and ±100 the full control effect
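Secreted IL-1B measured by AlphaLISA bead assay after 16 h compound exposure of THP-1 cells; compounds (final up to 57.5 uM) added 1 h before LPS (250 ng/mL) and ATP (1.25 mM) stimulation; lower signal means less secretion.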
DRD3 agonist = agonists of human D3 dopamine receptor | D3R DiscoveRx beta-arrestin cells, luminescence, 90 min | hit rate 0.58% among 410,000 | P35462 | AID 652048 | max activation, %; in the data active means max activation above about 30%; further: 0% is about no effect; mostly tested at two doses, the higher about 12 µM
Target sequence (P35462 whole entry, looked up): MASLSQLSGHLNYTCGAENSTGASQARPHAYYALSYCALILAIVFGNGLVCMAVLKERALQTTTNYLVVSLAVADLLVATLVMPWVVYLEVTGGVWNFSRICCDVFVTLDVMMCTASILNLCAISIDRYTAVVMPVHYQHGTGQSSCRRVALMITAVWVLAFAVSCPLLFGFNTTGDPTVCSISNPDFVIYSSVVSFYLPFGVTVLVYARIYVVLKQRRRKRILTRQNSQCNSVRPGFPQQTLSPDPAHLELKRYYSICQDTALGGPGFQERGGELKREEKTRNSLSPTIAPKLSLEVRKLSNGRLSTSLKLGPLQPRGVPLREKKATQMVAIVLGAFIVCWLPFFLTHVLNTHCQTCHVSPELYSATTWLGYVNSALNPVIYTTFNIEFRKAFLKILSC
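Agonist mode: compounds and dopamine controls were applied to plated cells for 90 min at 37 degrees C after an overnight attachment at 1500 cells/well. Luminescent read-out followed 30 - 60 minutes at room temperature with DiscoveRx detection reagent.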
GLP1R ag = activates the human GLP-1 receptor. P43220. HEK293 GLP-1R CRE-luciferase, luminescence, 4-6 h; cells express a hypersensitive GLP-1R form. Potency, µM (top dose mostly 45.6 µM), inactives show at the highest dose activation, most hits filed as activators. hit rate 0.007% among 380,000; further: potency means the concentration at half of the fitted maximal effect; % of control where 0% means no effect
Target sequence (P43220 whole entry, looked up): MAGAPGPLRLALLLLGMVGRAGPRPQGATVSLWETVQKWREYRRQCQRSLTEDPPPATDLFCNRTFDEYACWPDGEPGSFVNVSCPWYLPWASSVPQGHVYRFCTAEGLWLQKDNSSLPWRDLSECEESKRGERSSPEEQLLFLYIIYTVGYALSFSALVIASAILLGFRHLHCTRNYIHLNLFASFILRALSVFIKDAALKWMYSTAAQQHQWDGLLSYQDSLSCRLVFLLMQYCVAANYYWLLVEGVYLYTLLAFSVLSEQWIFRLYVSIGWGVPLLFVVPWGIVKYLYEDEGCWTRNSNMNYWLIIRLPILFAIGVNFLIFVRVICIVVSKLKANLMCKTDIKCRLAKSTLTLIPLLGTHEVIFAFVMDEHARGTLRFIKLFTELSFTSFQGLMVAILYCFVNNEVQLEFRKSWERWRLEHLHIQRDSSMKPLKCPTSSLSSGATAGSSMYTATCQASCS
DRD3 antagonist = antagonists of human D3 dopamine receptor; hit rate 2.5% among 360,000; D3R cells, DiscoveRx beta-arrestin luminescence, antagonist mode; hits give low values; P35462; max response, negative = inhibition, %; in the data active means max response below about -50%; inconclusive means no clear call, values can overlap the other calls; further: on the % scale 0 is the no-effect control and ±100 the full control effect; mostly tested at two doses, the higher about 12 µM
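Cells plated overnight at 1500 cells/well, then exposed to library compounds with dopamine controls for 90 minutes at 37 degrees C. DiscoveRx reagent added for 30–60 minutes at room temperature; luminescence read, quantitative HTS format.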
Numbers without * were called inactive; ? = inconclusive; nt = not tested or not shown; [ ] = remark or other dose. Unless noted, the call rests on the fitted dose curve; in most records, active means well fitted curve in the direction sought with a large enough effect; inconclusive means small, poorly fitted or top-dose-only effect, or another doubt; inactive means no such curve, though single readings can be large; an effect the other way counts as inactive or inconclusive.

1	NC(=O)c1ccsc1NC(=O)COC(=O)/C=C/c1ccc([N+](=O)[O-])cc1
2	CCN(C(=O)c1cn(C)c(=O)c2cc(OC)c(OC)cc12)c1cc(C)ccc1C
3	CN(C)S(=O)(=O)c1cccc(NC(=S)NC(=O)C2CCCCC2)c1
4	O=C(NC1CCN(C(=O)Nc2cccc(Cl)c2)CC1)c1ccccc1
5	CCNc1nc(NCC)n2c(SC(C)C(=O)c3ccc(C)cc3)nnc2n1 (stereo not drawn)
6	Cc1ccc(/C=C2\C(=N)N3N=C(CC(=O)N4CCOCC4)SC3=NC2=O)o1
Compound	1	2	3	4	5	6
DRD3 antagonist	3	12	-29	-12	-4	19
GLP1R ag	5%	0%	2%	0%	1%	-2%
KB-V1 MDR tox	16%	-9%	-26%	4%	-4%	11%
SW480 rerep	-3%	2%	-7%	-13%	-2%	37%
IL1B secr inh	2	8	0	-9	1	6
KB-3-1 tox	3%	13%	1%	-26%	-27%	-6%
HT1080NT lethal	9%	-3%	-7%	18%	4%	14%
DRD3 agonist	-6	5	-10	-3	1	-4
HT1080 IDH1KD tx	11%	0%	-13%	8%	1%	-4%

7	CCc1ccc(CN(C)C(=O)C2=CC=CN3CCS(=O)(=O)N=C23)cc1
8	COc1cc(OC)nc(Oc2cc(/C=N/O)ccc2OC)n1
9	COc1ccccc1NC(=O)C(NC(=O)c1ccc(C)cc1)c1ccccc1 (stereo not drawn)
10	CCn1c(-c2cc(C3CC3)nc3ccccc23)n[nH]c1=S
11	FC(F)(F)c1cnc(/C=C/Nc2ccccc2Cl)c(Cl)c1
12	CCCCOc1ccc(C2(C)NC(=O)NC2=O)cc1 (stereo not drawn)
Compound	7	8	9	10	11	12
DRD3 antagonist	3	1	12	15	-8	-9
GLP1R ag	0%	4%	-11%	-8%	-9%	13%
KB-V1 MDR tox	17%	?	-26%	?	23%	-9%
SW480 rerep	?	12µM*	16%	9%	-1%	?
IL1B secr inh	-7	0	21	12	17	11
KB-3-1 tox	4%	?	-21%	3%	19%	-3%
HT1080NT lethal	19%	?	-12%	8%	-4%	-2%
DRD3 agonist	7	0	-4	1	-4	2
HT1080 IDH1KD tx	22%	?	-4%	17%	0%	-15%

13	O=C(Nc1ccccn1)c1cccs1
14	Cc1ccc(-n2nc3c(c2NC(=O)c2ccc4c(c2)OCO4)CSC3)cc1
15	Cc1cccc(COc2ccc(S(=O)(=O)N3CCOCC3)cc2[N+](=O)[O-])c1
16	COc1ccccc1NC(=S)NNC(=O)c1ccccc1
17	COc1ccc(NS(=O)(=O)c2ccc(NC(=S)NC(=O)/C=C/c3ccccc3)cc2)nn1
18	CN1C(=O)[C@H]2[C@@H](c3ccc(C(F)(F)F)cc3)N[C@]3(CCCN(Cc4ccc(Br)cc4)C3=O)[C@H]2C1=O
Compound	13	14	15	16	17	18
DRD3 antagonist	?	6	-30	-72*	-16	31
GLP1R ag	-6%	-2%	11%	2%	-6%	4%
KB-V1 MDR tox	3%	24%	-26%	10%	4%	9%
SW480 rerep	-6%[9.22 µM]	-2%	-5%	-12%	-2%	nt
IL1B secr inh	6	11	19	0	-61*	-19
KB-3-1 tox	?	?	-2%	16%	-2%	0%
HT1080NT lethal	11%	-2%	-4%	15%	4%	15%
DRD3 agonist	3	-3	-17	0	3	11
HT1080 IDH1KD tx	-10%	11%	-4%	23%	0%	12%

19	COc1ccc(/C=C/C(=O)NCCC(=O)N2CCCN(C)CC2)cc1
20	Cc1cccc(NC(=S)N2CCC(NC(=O)c3ccco3)CC2)c1
21	Cc1cccc(C)c1NC(=O)CCSc1nc(-c2ccc3c(c2)OCO3)cc(C(F)(F)F)n1
22	Cc1ccc(NC(=O)c2ccc3nc(N4CCOCC4)sc3c2)c(Cl)c1
23	Cc1ccc(C(=O)NCC(=O)OC(C)C(=O)NC2CCCc3ccccc32)cc1 (stereo not drawn)
24	O=C(CCS(=O)(=O)c1ccc(Br)cc1)N1CCN(c2ccccc2)CC1
Compound	19	20	21	22	23	24
DRD3 antagonist	0	1	nt	14	8	14
GLP1R ag	-1%	6%	4%	-2%	1%	-16%
KB-V1 MDR tox	2%	10%	?	0%	23%	-5%
SW480 rerep	-34%[inhibitor][1.84 µM]	-19%	nt	-3%	10%	-1%
IL1B secr inh	-9	-6	nt	-9	12	17
KB-3-1 tox	0%	-2%	?	7%	-1%	2%
HT1080NT lethal	3%	14%	nt	-2%	-8%	8%
DRD3 agonist	7	13	-14	3	-7	0
HT1080 IDH1KD tx	-1%	12%	nt	3%	-6%	13%

25	Cc1noc(C)c1S(=O)(=O)N1CCCCC1c1cc(C(=O)Nc2cccc3c2CCCC3)no1 (stereo not drawn)
26	Cc1cccn2c(=O)c3cc(C(=O)NCC4CCCO4)c(=N)n(Cc4cccnc4)c3nc12 (stereo not drawn)
27	CCOC(=O)CNC(=O)CSc1nc(-c2cccc(C)c2)ns1
28	CCOC(=O)N1CCN(CCC(=O)Nc2ccc(C)c(Br)c2)CC1
29	CC1CCCCN1CCNC(=O)c1cc2c(-c3ccccc3F)nn(C)c2s1 (stereo not drawn)
30	O=C(C1=C[C@H](C2CCCCC2)C[C@H](OCc2ccc(CO)cc2)O1)N1CCN(Cc2ccc3c(c2)OCO3)CC1
Compound	25	26	27	28	29	30
DRD3 antagonist	6	23	-14	?	-30	?
GLP1R ag	8%	0%	-2%	5%	1%	5%
KB-V1 MDR tox	-19%	-2%	-1%	?	4%	-19%
SW480 rerep	nt	9.2µM*	4%	7%	3%	-5%[9.22 µM]
IL1B secr inh	-5	-11	17	-1	-28	-70*
KB-3-1 tox	-5%	-5%	-3%	0%	-4%	8%
HT1080NT lethal	12%	13%	-15%	-13%	-10%	?
DRD3 agonist	-1	2	0	-14	2	-31
HT1080 IDH1KD tx	9%	11%	-14%	-7%	-25%	?

31	COC(=O)C1=NNC2C(=O)N(c3ccc(C)cc3)C(=O)C12 (stereo not drawn)
32	NC(=O)c1ccc(NC(=O)COC(=O)c2n[nH]c3ccccc23)cc1
33	CCOc1ccc(S(=O)(=O)n2ccnc2)c2ccccc12
34	CSc1nnc(NC(=O)c2ccc(S(=O)(=O)N(C)C)cc2)s1
35	NC(=O)c1ccc(NC(=O)C2CC2)cc1
36	O=C1C2C3C=CC(CO)(O3)C2C(=O)N1c1ccccc1-c1ccccc1 (stereo not drawn)
Compound	31	32	33	34	35	36
DRD3 antagonist	19	-5	3	-8	-18	?
GLP1R ag	3%	-7%	-3%	6%	1%	-3%
KB-V1 MDR tox	2%	0%	?	0%	3%	12%
SW480 rerep	-140%[inhibitor]	-6%	-6%	-8%	3%	10µM*
IL1B secr inh	2	4	9	-6	-13	-82*
KB-3-1 tox	1%	-4%	0%	25%	17%	-2%
HT1080NT lethal	-1%	4%	0%	15%	14%	3.2µM*
DRD3 agonist	1	-1	-1	0	0	-16
HT1080 IDH1KD tx	4%	-7%	0%	26%	10%	1.6µM*

Random excerpt: five compounds from above.
35	NC(=O)c1ccc(NC(=O)C2CC2)cc1
31	COC(=O)C1=NNC2C(=O)N(c3ccc(C)cc3)C(=O)C12 (stereo not drawn)
32	NC(=O)c1ccc(NC(=O)COC(=O)c2n[nH]c3ccccc23)cc1
33	CCOc1ccc(S(=O)(=O)n2ccnc2)c2ccccc12
34	CSc1nnc(NC(=O)c2ccc(S(=O)(=O)N(C)C)cc2)s1
Compound	35	31	32	33	34
DRD3 antagonist	-18	19	-5	3	-8
GLP1R ag	1%	3%	-7%	-3%	6%
KB-V1 MDR tox	3%	2%	0%	?	0%
SW480 rerep	3%	-140%[inhibitor]	-6%	-6%	-8%
IL1B secr inh	-13	2	4	9	-6
KB-3-1 tox	17%	1%	-4%	0%	25%
HT1080NT lethal	14%	-1%	4%	0%	15%
DRD3 agonist	0	1	-1	-1	0
HT1080 IDH1KD tx	10%	4%	-7%	0%	26%

Continued:
37	COc1ccc(NC(=O)N(C)C[C@H]2Oc3ccc(NC(=O)NC(C)C)cc3C(=O)N([C@H](C)CO)C[C@@H]2C)cc1
38	COC(=O)c1sc(NC(=O)CSc2nc3nc(C)cc(C)n3n2)c(C(=O)OC)c1C
39	CCCCC(=O)Nc1nnc(-c2ccc(OC)cc2)s1
40	CC(C)(C)c1nnc(NC(=O)C2CCN(c3ncccn3)CC2)s1
41	O=C(NC1CCCCC1)C(c1cccnc1)N(C(=O)c1csnn1)C1CCCC1 (stereo not drawn)
42	CCC(=O)c1cn(CC(=O)NCc2ccco2)c2ccccc12
43	CSCCC(c1nnnn1C1CCCCC1)N1CCN(C/C=C/c2ccccc2)CC1 (stereo not drawn)
44	COc1cc(NC(=O)CCS(=O)(=O)c2ccc3c(c2)oc(=O)n3C)cc(OC)c1OC
45	COc1ccc(C(=O)NC(=S)N(CCC(C)C)c2c(N)n(Cc3ccccc3)c(=O)[nH]c2=O)cc1
Compound	37	38	39	40	41	42	43	44	45
DRD3 antagonist	0	1	19	4	-8	?	-89*	-2	0
GLP1R ag	11%	7%	-13%	-6%	1%	2%	-6%	-4%	5%
KB-V1 MDR tox	12%	1%	5%	-10%	-19%	?	?	18%	?
SW480 rerep	3%	3%	-3%	0%	-4%	11%	nt	0%	-2%
IL1B secr inh	10	18	-3	28	5	-11	-29	0	?
KB-3-1 tox	-1%	-3%	2%	?	1%	-18%	-1%	-3%	19%
HT1080NT lethal	3%	2%	15%	6%	0%	-9%	?	12%	0%
DRD3 agonist	-4	-3	2	3	-1	4	-10	0	13
HT1080 IDH1KD tx	7%	-3%	10%	6%	0%	-5%	?	8%	-1%

Compound activity (PubChem BioAssay)

Not a hit list; any-hit rate near 12%.
